# N370S GC = N370S glucocerebrosidase modulation, Gaucher chaperone candidate. P04062. N370S GC spleen homogenate, 4MU-glucoside fluorescence. Potency, µM (top dose mostly 59.4 µM), without a hit: at the highest dose activity change, negative = inhibition, hits mostly inhibitors. 330,000 compounds, 0.092% hits. AID 2101;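 also: 0% = full enzyme activity and -100% = no enzyme basal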
# FEN1 inh = inhibitors of human flap endonuclease 1. Recombinant FEN1 flap cleavage, fluorescence, 15 min. Potency, µM (titrated, usually from 114 µM), without a hit: at the top dose activity change, negative = inhibition, actives largely listed as inhibitors. 390,000 compounds, 0.35% hits. AID 588795; also: nearly all actives have a fitted effect of over 65% in size
# Target sequence (P39748 whole entry, looked up): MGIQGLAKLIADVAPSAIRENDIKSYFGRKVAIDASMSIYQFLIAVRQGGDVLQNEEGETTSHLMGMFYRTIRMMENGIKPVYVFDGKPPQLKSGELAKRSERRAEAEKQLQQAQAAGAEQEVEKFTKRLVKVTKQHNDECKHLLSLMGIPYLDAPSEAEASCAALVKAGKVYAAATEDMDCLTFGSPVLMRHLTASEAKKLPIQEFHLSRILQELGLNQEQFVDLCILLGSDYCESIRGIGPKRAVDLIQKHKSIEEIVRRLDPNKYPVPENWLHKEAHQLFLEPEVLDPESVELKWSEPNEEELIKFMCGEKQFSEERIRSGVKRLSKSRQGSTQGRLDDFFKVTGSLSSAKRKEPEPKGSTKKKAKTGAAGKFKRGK
#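 Compounds are tested as a concentration series against 10 nM FEN1; after a 15 min room-temperature preincubation, 50 nM substrate starts cleavage, with plate reads at 0 and 15 min. Normalized responses are fitted by a Hill equation.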
# TDP1 cell CPT = DT40-hTDP1 cell growth loss with CPT. chicken DT40 Tdp1-/-;hTDP1 cells + 20 nM CPT, ATP luminescence, 48 h. Potency, µM (titrated, usually from 46.2 µM), for the others: at the top dose activity change, negative = growth inhibition, usual class: inhibitors. 420,000 compounds, 12% hits. AID 686979; also: nearly all actives have a fitted effect of over 55% in size
#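 Cell growth measured by CellTiter-Glo luminescence after a minimum 48 h, 37 C compound exposure with 20 nM CPT in Tdp1-knockout DT40 cells stably expressing hTDP1, seeded 400/well; qHTS titration format.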
# The depositor's hits bear a star; ? = inconclusive; . = not tested or not shown; & = joins results of further samples; [ ] = remark or other dose. Calls follow the shape of the dose curve; as a rule, active = well fitted curve in the direction sought with a large enough effect; inconclusive = small, poorly fitted or top-dose-only effect, or another doubt; inactive = no such curve, though single readings can be large; an effect the other way counts as inactive or inconclusive. Unless noted, % is scaled to controls: 0 for no effect and ±100 for the full control effect; potency is read from the fitted curve at half-maximal effect. Not all compounds are listed; the hit share may differ from the screen's.
SMILES,N370S GC,FEN1 inh,TDP1 cell CPT
COc1cccc2c1cc1c(=O)n(CC(=O)NCCCc3ccccc3)nc(C)n12,-28%,0%,11%
O=c1[nH]c2ccccc2nc1Cc1ccc(Cl)cc1,?,-7%,6%
CCC(C)(C)C1CCC2(CC1)NC(=O)N(CC(=O)N(C)CCOc1ccc(Cl)cc1)C2=O (stereo not drawn),-2%,5%,?
Cc1csc2nc(SCC(=O)Nc3ccccc3F)[nH]c(=O)c12,-2%,5%,-25%
O=C(c1ccc(Cl)c(S(=O)(=O)N2CCCCCC2)c1)N1CCN(CCO)CC1,-2%,5%,-4%
O=C1C=CC(=O)N1Cc1ccccn1,.,-4%,-14%
COc1ccc(CN2CCN(C(=O)c3ccc4nc(N5CCOCC5)sc4c3)CC2)c(OC)c1OC,-5%,3%,-7%
O=C1CCCCCN1C(=O)c1ccccc1,.,14%,-9%
O=C1NN(c2ccccc2)C(=O)/C1=C/c1coc2ccccc2c1=O,20%,0%,?
Cc1cc(N)n2ncc(-c3ccc(F)cc3)c2n1,.,?,-13%
CCOc1ccc2nc(SCC(=O)c3ccc(C)s3)sc2c1,12%,2%,-20%
Cc1ccc(C(=O)Nc2ccccc2C(=O)N2CC3(C)CC2CC(C)(C)C3)cc1 (stereo not drawn),9%,-19%,-47%
CCc1nnc(NC2=NCCC2)s1,1%,-11%,16%
N=c1c(C(=O)NCCN2CCOCC2)cc2c(=O)n3ccccc3nc2n1CCCN1CCOCC1,-16%,12%,-4%
CCN(CC)CCCN=C1N[C@@H](c2cccc(C(F)(F)F)c2)C(C(=O)OC)=C(C)N1CC,.,4%,?
COc1cccc(NC(=O)COc2ccc(N3CC(C(=O)NCC(C)C)CC3=O)cc2)c1 (stereo not drawn),-12%,-9%,-7%
CC(=O)C1=C(c2ccccc2)NC(=O)NC1c1ccc(O)c(Cl)c1 (stereo not drawn),-7%,-10%,28%
Cc1cccc(NC(=O)CN2CCCN(S(=O)(=O)c3ccc(Br)s3)CC2)c1,14%,-20%,?
O=C1CSC(=S)N1N=Cc1c(O)ccc2ccccc12,.,-13%,21µM*
CN(CCOc1ccccc1)CC(O)COc1ccccc1 (stereo not drawn),-7%,-9%,?
Cc1ccccc1NS(=O)(=O)c1cc(C(=O)NCCC2=CCCCC2)ccc1C,6%,?,?
CCC(C)Cn1cnc2c(SCc3ccccn3)nc(N)nc21 (stereo not drawn),.,12%,-14%
Cc1cc(O)c(C(=O)/C=C/c2ccccc2Br)c(=O)o1,1%,8%,?
CCCS(=O)(=O)NCCc1csc2nc(-c3ccc(OC)cc3)nn12,.,5%,?
CCOc1ccccc1CN1C(=O)c2ccccc2C1C(=O)NC1CCCCCC1 (stereo not drawn),.,-1%,-26%

# The final 2 entries of the section before are carried over, then new ones follow:
SMILES,N370S GC,FEN1 inh,TDP1 cell CPT
CCCS(=O)(=O)NCCc1csc2nc(-c3ccc(OC)cc3)nn12,.,5%,?
CCOc1ccccc1CN1C(=O)c2ccccc2C1C(=O)NC1CCCCCC1 (stereo not drawn),.,-1%,-26%
O=C(CN1CCN(Cc2ccc3c(c2)OCO3)CC1)Nc1ccc(N2CCOCC2)cc1,0%,-1%,23%
N#CC[C@H](Cc1ccccc1)N1CCN(Cc2ccccc2)CCC1=O,-9%,-22%&-5%,?
CN(c1ccc(C(=O)N2CCCCC2)cc1)S(=O)(=O)c1ccccc1,4%,-7%,13µM*
COc1cc(C(C[N+](=O)[O-])c2c(C)[nH]c3ccccc23)ccc1O (stereo not drawn),3%,-16%,-1%
c1ccc(CN2CCN(C(c3ccccc3)c3nnnn3Cc3ccccc3)CC2)cc1 (stereo not drawn),-13%,-12%,?
COc1cc2cc(C(=O)N(C)Cc3ccccc3)[nH]c2cc1OC,-20%,-7%,-19%
COC(=O)/C=C1\SC(=NC(=O)c2cccc(Cl)c2)NC1=O,-14%,-3%,21µM*
Cc1ccc(C)c(N/C(N)=N/c2nc(C)cc(C)n2)c1,12%,50µM*,21µM*
CC(=O)c1ccccc1NC(=O)CCN1C(=O)C2CCCCC2C1=O (stereo not drawn),.,-8%,4%
COc1cccc(CSc2nnc(CSc3nc4nc(C)cc(C)n4n3)s2)c1,.,-7%,?
CCCCCNC(=O)C1CCC(Cn2c(=O)c3sccc3n(CC(=O)NCc3cccc(OC)c3OC)c2=O)CC1 (stereo not drawn),.,-1%,1%
CCn1ccc2cc(S(=O)(=O)N3CCC(C(=O)NCC(C)c4ccccc4)CC3)ccc21 (stereo not drawn),.,-6%,23µM*
O=C(N/N=C/c1ccc(C(F)(F)F)cc1)c1ccc(O)cc1,-20%,-12%,?
CCC(=O)C1CCCN(C(=O)c2ccc(OC)c(OC3CCN(C(C)=O)CC3)c2)C1 (stereo not drawn),1%,-9%,7%
C=CCn1c2ccccc2c(=O)c2cc(C#Cc3ccccn3)ccc21,.,-5%,26µM*
CN1c2ccccc2C(C)(C)C12CC(c1cccc(S(=O)(=O)N3CCCC3)c1)=NO2 (stereo not drawn),9%,-8%,?
CNc1c(NS(=O)(=O)c2ccc(C3CCCCC3)cc2)c(=O)oc2ccccc12,0%,2%,-19%
Cc1cnc(CNc2ccnc(-c3cccnc3)n2)cn1,-12%,.,8%
CNC(=S)N/N=C/c1cc(C)n(-c2ccc(Cl)c(Cl)c2)c1C,-1%,-15%,23µM*
CN(C(=O)CCc1ccccc1)c1nnc(-c2ccncc2)s1,2%,0%,11%
COCC(=O)N1CCC2(CC1)CCN(C(=O)Nc1cccc(C#N)c1)CC2,-5%,.,-8%
COc1ccc(CCNC(=O)c2ccnc(C(C)(C)C)c2)cc1OC,.,-13%,4%
CCn1c(=S)[nH]c2cc(C(=O)OC)ccc2c1=O,-5%,-5%,?
CC(=O)N1CCc2cc(Br)cc(S(=O)(=O)CCC(=O)N3CCN(c4ccccc4)CC3)c21,.,-2%,2%
Cc1cc(C)c(C#N)c(N2CCN(C(=O)C3COc4ccccc4O3)CC2)n1 (stereo not drawn),.,3%,?
# Next part.
SMILES,N370S GC,FEN1 inh,TDP1 cell CPT
COc1ccc(NS(=O)(=O)c2ccc3c(c2)Cc2ccccc2-3)cn1,-1%,-26%,?
O=C(NCc1ccco1)c1ccc2ccccc2c1,4%,1%,-26%
O=S(=O)(c1cccc(C(F)(F)F)c1)N1CCC(c2nc3ccccc3[nH]2)CC1,-3%,3%,?
COC(=O)COc1ccsc1C(=O)OC,13%,-2%,-13%
Cc1onc(-c2ccccc2)c1C(=O)N/N=C/c1cn(C)c2ccccc12,-19%,-8%,-24%
CCOC(=O)Cn1c(=O)n(Cc2ccc(C)cc2)c(=O)c2cccnc21,2%,4%,-13%
Cc1ccc(NCc2nnc(SCC(=O)NCc3ccco3)n2CC2CCCO2)cc1Cl (stereo not drawn),-1%,4%,?
O=C1NC2(c3ccccc3)NC(=O)NC2(c2ccccc2)N1 (stereo not drawn),.,4%,5%
CCOc1ccc2[nH]c(C(=O)N/N=C/c3cc(OC)c(OC)c(OC)c3)cc2c1,-2%,-2%,?
CCCCN(c1ccccc1)S(=O)(=O)c1cccc(C(=O)Nc2c(C)n(C)n(-c3ccccc3)c2=O)c1,.,-7%,-42%
CSc1ccc(/C=N/NC(=O)c2cccc(O)c2)cc1,26%[12.8 µM],0%,?
CSCCC1NC(=O)N(CC(=O)Nc2ccc(-c3ccccc3)cc2)C1=O (stereo not drawn),-5%,-10%,-3%
Cc1ccc2c(c1)nnn2C1CCN(CC(=O)Nc2ccccc2N2CCOCC2)CC1,5%,-13%,18µM*
Cc1cc(Cl)ccc1NC(=O)CN1C(=O)CSc2ccc(S(=O)(=O)N(C)C)cc21,.,13%,?
COc1ccc(OCc2nn3c(-c4ccco4)nnc3s2)cc1,0%,-8%,?
COCCNC(=O)Cn1cc(C(=S)N2CCOCC2)c2ccccc21,6%,-3%,3%
Cc1cc(C)c(NC(=O)CSc2nc3ccccc3c3nc(-c4ccccc4)nn23)c(C)c1,.,-2%,-1%
COC(=O)Cn1c(=NC(=O)c2cc(OC)cc(OC)c2)sc2cc(OC)ccc21,23%,-16%,?
Cc1cc(C(=O)COC(=O)c2nc3nccc(C)n3n2)c(C)n1CC1CCCO1 (stereo not drawn),-9%,0%,6%
COCc1cc(C)nc2sc(C(=O)Nc3ccc(C(=O)OC)cc3)c(N)c12,-1%,5%,-26%
Cc1cccc(NC(=O)c2cc3n(n2)C(C(F)(F)F)CC(C2CC2)N3)c1C (stereo not drawn),11%,-4%,5%
CC(=O)c1ccc2noc(-c3ccc(F)cc3)c2c1,-11%,-13%,-3%
O=C(CSc1nnc(CNC(=O)c2cccs2)o1)NCCc1ccccc1,6%,9%,-3%
COC(=O)c1sccc1NC(=S)N1C(C)CCCC1C (stereo not drawn),4%,-13%,-26%
Cc1ccccc1NC(=S)NCCc1ccc(S(N)(=O)=O)cc1,7%,14%,9%

# Quoted at random: five compounds from above
SMILES,N370S GC,FEN1 inh,TDP1 cell CPT
COc1ccc(NS(=O)(=O)c2ccc3c(c2)Cc2ccccc2-3)cn1,-1%,-26%,?
CCOC(=O)Cn1c(=O)n(Cc2ccc(C)cc2)c(=O)c2cccnc21,2%,4%,-13%
CC(=O)c1ccccc1NC(=O)CCN1C(=O)C2CCCCC2C1=O (stereo not drawn),.,-8%,4%
O=C1NN(c2ccccc2)C(=O)/C1=C/c1coc2ccccc2c1=O,20%,0%,?
CCc1nnc(NC2=NCCC2)s1,1%,-11%,16%

# Later entries
SMILES,N370S GC,FEN1 inh,TDP1 cell CPT
CCOc1ccc(N(CC(=O)Nc2ccc(OC)cc2)S(=O)(=O)c2c(C)noc2C)cc1,7%,16%,-22%
CCOc1cccc(CC(=O)N2CCc3c([nH]c4ccccc34)C2c2ccc(OC)cc2)c1OCC (stereo not drawn),.,0%,?
Cc1csc(=O)n1CC(=O)OCC(=O)c1c(N)n(CC(C)C)c(=O)n(C)c1=O,-2%,-1%,?
CCOc1cc(Br)c(C(=O)O)cc1OC,10%,-1%,-4%
O=C(CSc1nc2ccccc2[nH]1)N1CCN(S(=O)(=O)c2ccc(Cl)cc2)CC1,3%,4%,-15%
Cc1cc(C)nc(SCC(=O)NC2CCCC2)n1,1%,-1%,-17%
CN(C)CC[C@@H](c1ccc(Br)cc1)c1ccccn1,-3%,-3%,?
COc1cc2nc(N3CCCCC3)nc(NC3CCN(Cc4ccccc4)CC3)c2cc1OC,.,40µM*,5µM*
Cc1ccc2nc(NC(=O)CSc3nc(=O)n(CCN(C)C)c4c3CCCC4)sc2c1,?,-7%,-13%
CCCCc1ccc(NC(=O)Cn2nnc3sc4c(c3c2=O)CCC(C)C4)cc1 (stereo not drawn),.,-23%,?
COCCCNC(=O)CSc1nc2cc3c(cc2c(=O)n1CCCCCC(=O)NCc1ccc2c(c1)OCO2)OCO3,.,-1%,3%
CN(C)S(=O)(=O)c1ccc(Cl)c(NC(=O)CN2C(=O)NC3(CCCC3)C2=O)c1,-8%,2%,-8%
COc1ccc(CCN2CC34C=CC(O3)C(C(=O)NCc3ccccc3)C4C2=O)cc1OC (stereo not drawn),-3%,-2%,0%
CCCCCc1c(O)c2ccccc2[nH]c1=O,?,-1%,-3%
Cc1ccc(O)c(C(=O)/C=C/c2ccc3c(c2)OCCCO3)c1,16%,-19%,?
CCCn1c(SCC(=O)NCCc2ccc(Cl)cc2Cl)n[nH]c1=O,-1%,-3%,-22%
CC[C@H]1c2[nH]c3ccccc3c2C[C@@H]2C(=O)N(c3ccc(F)cc3)C(=O)N21,-11%,-7%,16µM*
COc1cc(/C=N/Nc2ccc3ccccc3c2)ccc1OC(=O)c1ccco1,-7%,8%,-10%
Cc1ccc(N2NC(C)(c3cccs3)NC2=S)cc1 (stereo not drawn),13%,-7%,?
FC(F)(F)c1cc(CCN2CCNC[C@H]2Cc2cccc3ccccc23)cc(C(F)(F)F)c1,-29%,-11%,8.2µM*
Cc1nn(CCCC(=O)Nc2cc(Oc3ccccc3)cc([N+](=O)[O-])c2)c(C)c1[N+](=O)[O-],-7%,-20%,?
CCC1CCC(NC2CCCCNC2=O)CC1 (stereo not drawn),1%,1%,8%
Cc1ccc(CNC(=O)c2ccc(CN3CCOCC3)cc2)cc1,8%,-9%,-13%
CC(/C=N/NC(=O)c1nnn(-c2nonc2N)c1C(C)C)=C\c1ccco1,-2%,-2%,?
CC(NC(=O)CSc1nnc(-c2cccnc2)n1N)c1ccccc1 (stereo not drawn),3%,5%,6%
CC1=CC(=Nc2c(C)n(C)n(-c3ccccc3)c2=O)C=C(C)C1=O,-5%,13%,?
CC(/C=N/N1CCN(c2ccccc2)CC1)=C\c1ccccc1,5%,-1%,-16%

# An excerpt from above in order of SMILES length, rising:
SMILES,N370S GC,FEN1 inh,TDP1 cell CPT
CCCCCc1c(O)c2ccccc2[nH]c1=O,?,-1%,-3%
CCCn1c(SCC(=O)NCCc2ccc(Cl)cc2Cl)n[nH]c1=O,-1%,-3%,-22%
FC(F)(F)c1cc(CCN2CCNC[C@H]2Cc2cccc3ccccc23)cc(C(F)(F)F)c1,-29%,-11%,8.2µM*

# Bioassay records: PubChem BioAssay, National Center for Advancing Translational Sciences (NCATS)
